HttQ103 aggreg – inhibitors of mutant huntingtin aggregate formation in PC12 cells; hit rate 1.1% among 220,000; Potency, µM (titrated, usually from 46.1 µM), for the others: at the top dose activity change, negative = inhibition, most hits filed as inhibitors; AID 1688; PC12 HttQ103-GFP aggregates, Acumen cytometry, 40 h; further: on the % scale 0 is the no-effect control and ±100 the full control effect; nearly all actives have a fitted effect of over 60% in size
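Aggregate formation scored by laser-scanning cytometer (488 excitation, 500–530 emission) in lysed PC12 cells expressing Q103-GFP after 100 nM tebufenozide induction; library tested in dose series, with ATPLite reagent added in the multiplex.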
GAA glycogen mod – inhibitors or activators of human alpha-glucosidase glycogen cleavage; hit rate 0.38% among 300,000; recombinant GAA, glycogen substrate, Amplex Red glucose oxidase fluorescence; Potency, µM (doses to about 76.4 µM), inactives show at the top dose activity change, negative = inhibition, hits mostly inhibitors;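 further: 0% = full enzyme reaction and -100% = no-enzyme basal signal; the screen sought inhibitors and activators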
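Recombinant human enzyme (4 nM); glycogen substrate; 37 C, 40 min, pH 5.0. Readout: coupled glucose oxidase/Amplex Red fluorescence.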
GAA spleen mod – lysosomal alpha-glucosidase (human) modulation | Potency, µM (doses to about 79.9 µM), inactives show top-dose activity change, negative = inhibition, usual class: inhibitors | P10253 | human spleen homogenate, 4-MU-alpha-glucoside fluorescence | hit rate 0.006% among 240,000 | AID 2112;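 further: 0% = enzyme with vehicle and -100% = no enzyme basal signal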
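Human spleen homogenate (1 ug) with 4-methylumbelliferyl-alpha-D-glucopyranoside (1 mM final) in 50 mM citrate/phosphate pH 5.0, 0.01% Tween-20; 40 min at 37 C. Stopped at pH 10; 4-MU fluorescence Ex 365/Em 440 nm; AC50 by Hill fit.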
IMPase Li inh – membrane-permeable IMPase blocker, potentiated with lithium; CHO-M1 cells, IP1 TR-FRET (IP-One), carbachol + lithium; Potency, µM (doses to about 59.4 µM), inactives show at the top dose activity, negative = IMPase inhibition, usual class: inhibitors; hit rate 0.35% among 210,000; AID 1457;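 further: IP1 builds up when IMPase is blocked and the TR-FRET signal falls; plate controls were basal vehicle for no effect and high inhibitor control for full effect; nearly all actives have a fitted effect of over 50% in size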
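IP1 accumulation measured by competitive TR-FRET in lysed CHO-M1 cells after 30 min compound exposure at 37C, with a small lithium addition to potentiate weak responses. Hill-equation AC50 from ratio and donor-channel data.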
HTT ATP protect – cytoprotection in Huntington HTT-Q103 PC12 cell model. AID 1471. Potency, µM (top dose mostly 56.4 µM), inactives show cytoprotection (ATP increase), most hits filed as activators. hit rate 0.14% among 230,000. PC12 HTT-Q103 induced, cytoprotection, ATP luminescence, 40 h;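 further: % of control where 0% means no effect; nearly all actives have a fitted effect of over 45% in size; toxic huntingtin expression switched on by the ecdysone agonist tebufenozide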
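PC12 cells with ecdysone-inducible HTT exon 1 Q103-GFP, induced with 100 nM tebufenozide and co-treated with library compounds in a dose series (1536-well, 1500 cells/well). Cytoprotection read as ATP content by ATPlite luminescence.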
GAA inh – alpha-glucosidase (human) inhibition; hit rate 0.005% among 200,000; Potency, µM (top dose mostly 76.9 µM), without a hit: at the highest dose activity change, negative = inhibition, usual class: inhibitors; P10253; purified human GAA, 4-MU-alpha-glucoside fluorescence;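 further: plate controls were uninhibited enzyme wells for no effect and no-enzyme background for full effect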
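Read-out is 4-methylumbelliferone fluorescence (Ex 365/Em 440 nm) after NaOH/glycine stop at pH 10. Enzyme 4 nM, substrate 400 uM, pH 5.0 citrate buffer, 20 min room temperature; AC50 from Hill-equation concentration-response.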
RGS12 GoLoco inh – inhibitors of human Gai1-RGS12 GoLoco interaction (red fluorophore) | P63096 | Gai1:RGS12 GoLoco peptide FP, rhodamine, 10 min | Potency, µM (top dose mostly 61.6 µM), for the others: top-dose activity, negative = inhibition, actives largely listed as inhibitors | hit rate 0.44% among 230,000 | AID 880; active means well fitted inhibition curve with a large enough effect, not every such curve was filed as active; inactive means no such curve, though single readings can be large or run the other way; further: on the % scale 0 is the no-effect control and ±100 the full control effect; nearly all actives have a fitted effect of over 30% in size; many of its hits are not listed in these tables
Target sequence (P63096 whole entry, looked up): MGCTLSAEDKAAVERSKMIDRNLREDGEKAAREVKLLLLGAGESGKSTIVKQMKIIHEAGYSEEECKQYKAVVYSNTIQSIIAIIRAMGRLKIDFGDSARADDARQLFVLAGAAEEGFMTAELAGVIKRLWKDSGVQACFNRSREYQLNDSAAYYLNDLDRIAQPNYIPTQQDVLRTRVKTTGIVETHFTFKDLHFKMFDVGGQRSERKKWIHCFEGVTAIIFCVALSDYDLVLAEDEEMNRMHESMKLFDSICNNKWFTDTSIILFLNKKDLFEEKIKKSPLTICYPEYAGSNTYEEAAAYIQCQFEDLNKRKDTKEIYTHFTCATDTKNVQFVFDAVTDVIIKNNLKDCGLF
Starred values were filed as active, the others as inactive; u = inconclusive; x = no result given; [ ] = another dose, or the depositor's remark. Unless noted, the call rests on the fitted dose curve; in most records, active means well fitted curve in the direction sought with a large enough effect; inconclusive means small, poorly fitted or top-dose-only effect, or another doubt; inactive means no such curve, though single readings can be large; an effect the other way counts as inactive or inconclusive. Potency means the concentration at half of the fitted maximal effect. Not all compounds are listed; the hit share may differ from the screen's.

SMILES	HttQ103 aggreg	GAA glycogen mod	GAA spleen mod	IMPase Li inh	HTT ATP protect	GAA inh	RGS12 GoLoco inh
Brc1ccc2[nH]c3nc(SCCN4CCOCC4)nnc3c2c1	20%	6%	3%	5%	-29%	6%	1%
COc1ccc(OC)c(NC(=O)CSc2nnc(Cc3cccn3C)n2-c2ccc(F)cc2)c1	-8%	4%	-4%	37%[activator][38.3 µM]	-13%	0%	5%
COc1ccc(-c2oc3ncn(CCN4CCOCC4)c(=N)c3c2-c2ccc(OC)cc2)cc1	0%	-12%	-17%	38%[activator][38.3 µM]	4%[10 µM]	-3%	0%
COc1ccc(/C(O)=C2\C(=O)C(=O)N(CC3CCCO3)C2c2cc(OC)ccc2OC)cc1 (configuration not stated)	-7%	13%	-5%	-30%[38.3 µM]	-4%[10 µM]	-7%	0%
COc1cc(Cl)c(C)cc1NC(=O)CSc1ccccc1	-13%	0%	-8%	15%	-4%[10 µM]	-4%	3%
COc1ccc(C2CC(c3c(-c4ccccc4)c4cc(Cl)ccc4[nH]c3=O)=NN2C(=O)CCC(=O)O)cc1 (configuration not stated)	-11%[9.22 µM]	5%	4%	0%	-7%[10 µM]	u	12%
Cn1cc([N+](=O)[O-])c(C(=O)N/N=C/c2ccc3c(c2)OCO3)n1	17%	-10%	-1%	1%	-34%	u	2%
Cc1ccc(OCCn2c(NC(=O)c3ccco3)nc3ccccc32)cc1	-26%	-1%	0%	0%[38.3 µM]	-8%[10 µM]	2%	14%
COCCCn1c(SCC(=O)Nc2ccc(C(=O)OC)cc2)nc2ccccc2c1=O	0%	-6%	1%	7%[38.3 µM]	-17%[10 µM]	4%	-5%
CC(=O)Nc1cccc(/C(C)=N/Nc2nc3ccccc3s2)c1	-18%	u	-4%	6%	-26%	2%	9%
Cc1onc(NC(=O)c2ccc([N+](=O)[O-])o2)c1Br	20%[9.22 µM]	0%	-4%	x	23%[10 µM]	x	-5%
Cc1cc(=O)n2nc(N3CCCC(C(=O)N4CCN(c5ccccc5)CC4)C3)sc2n1 (configuration not stated)	23%	4%	-5%	7%[38.3 µM]	-21%	6%	4%
COc1cc(NC(=O)CCCC(=O)OCC(F)(F)C(F)F)nc(OC)n1	6%	5%	1%	7%[38.3 µM]	-2%	2%[15.4 µM]	-6%
COc1ccc(CCNc2nc(-c3sc(C)nc3C)cs2)cc1OC	u	-11%	0%	17%[38.3 µM]	-99%[inhibitor]	-11%	4%
O=C(CNC(=O)c1ccc(Cl)cc1)N/N=C/c1cccnc1	-3%[9.22 µM]	-2%	-2%	x	-6%[10 µM]	x	5%
CC(=O)Nc1nc2n(n1)C(c1ccccc1)C=C(c1ccccc1)N2 (configuration not stated)	-26%[9.22 µM]	-18%	1%	-7%[38.3 µM]	-10%	7%	-14%
CSc1ccccc1-n1nnnc1SCC(=O)NCc1cccs1	-10%	-2%	-4%	3%	7%[10 µM]	4%	5%
Cc1ccccc1-c1nnn(CC(=O)N2CCN(S(=O)(=O)c3ccc(Cl)cc3)CC2)n1	-17%	-10%	-6%	17%[38.3 µM]	25%	-8%	-7%
CCn1c(C(C)NC(=O)c2ccccc2C)n[nH]c1=S (configuration not stated)	x	19%	1%	4%	x	14%	15%
Fc1ccc(-c2nnc(Cc3nnc(-c4ccc(F)cc4)o3)o2)cc1	-1%	-3%	5%	-2%[38.3 µM]	9%	-18%	5%
CCC(C)/C(C)=N/NC(=O)C1COc2ccccc2O1 (configuration not stated)	10%	-7%	2%	-6%	-1%[10 µM]	2%	6%
O=C(CCc1ccccc1)NC(NC(=S)Nc1ccc(Br)cc1)C(Cl)(Cl)Cl (configuration not stated)	-24%	3%	-4%	13%[38.3 µM]	-14%	-1%	-8%
O=C(CN1C(=O)C2C3C=CC(C3)C2C1=O)Nc1ccc(S(=O)(=O)Nc2nccs2)cc1 (configuration not stated)	3%[9.22 µM]	-2%	2%	x	12%[10 µM]	x	15%
COc1ccc(-c2nnc(SCC(=O)Oc3ccc(C)cc3)o2)cc1	-2%	-2%	5%	-13%	4%[10 µM]	1%	2%
CCOC(=O)c1c(C)[nH]c(C)c1C(=O)CSc1nnc(-c2ccc(OC(F)F)cc2)o1	1%	2%	0%	-15%[38.3 µM]	3%[10 µM]	-2%	18%
CCOC(=O)c1cn(CC(=O)Nc2cccc(Cl)c2C)nn1	-6%	20%[76.3 µM]	14%	-6%[38.3 µM]	19%	2%	3%
CCOc1ccccc1N1CCN(C(=S)NCc2ccco2)CC1	-4%	-2%	2%	x	-11%[10 µM]	6%	x
COC(=O)c1ccc(Sc2nnnn2-c2ccccc2)c([N+](=O)[O-])c1	-32%	3%	-10%	1%[38.3 µM]	-16%	1%	10%
Cc1cc(C(=O)Cn2cc(C(F)(F)F)ccc2=O)c(C)n1-c1ccccc1	-14%	-12%	10%	15%	17%[1.9 µM]	-6%	1%
Cc1cc2ncn(-c3ncnc4sc5c(c34)CCCC5)c2cc1C	u	3%	-3%	32%[38.3 µM]	16%	-6%	-9%
CC(C)(C)OC(=O)N1CCC(c2c(C(=O)O)cnn2-c2ccccc2Cl)CC1	-5%	4%	2%	1%[38.3 µM]	-6%	1%	-2%
O=S(=O)(Cc1cccc(F)c1)c1c[nH]c2ccccc12	-14%	6%	-1%	-10%[38.3 µM]	-3%	-5%[15.4 µM]	3%
Cc1cc(C(=O)O/N=C(\N)c2ccncc2)ccc1[N+](=O)[O-]	2%[9.22 µM]	5%	2%	x	-13%[10 µM]	-6%[15.4 µM]	3%
CCN(CC(=O)NC(C)(C)C)C(=O)C(c1ccccc1)c1ccccc1	-6%	-13%	-8%	14%	-6%	7%	13%
O=C(C1=NN[C@@H]2C(=O)N(Cc3ccccc3)C(=O)[C@H]12)c1ccc(F)cc1	-16%[9.22 µM]	4%	7%	x	5%[10 µM]	x	4%
O=C(O)c1cc(N/N=C/c2ccc3c(c2)OCCO3)ccc1Cl	-19%	-3%	4%	2%	-2%[10 µM]	2%	8%
CCC(C)c1ccc(NC(=S)NCCn2cc(Br)cn2)cc1 (configuration not stated)	-8%	1%	-4%	15%	x	-1%	2%
COc1cccc(NC(=O)Cn2c3ccccc3c3nc4n(c(=O)c32)CCS4)c1	11%	7%	-6%	0%	-46%[inhibitor]	17%	-2%
COc1ccc(NC2=C(Cl)C(=O)N(CCc3ccccc3)C2=O)c(OC)c1	u	-7%	-3%	11%	5%[10 µM]	-2%	-14%
O=C(OCCN1C(=O)c2ccccc2C1=O)c1cccs1	-2%	-2%	-3%	-3%[38.3 µM]	-25%	0%	10%
O=C(Cn1nnc(-c2ccncc2)n1)N1CCc2ccccc21	4%	-3%	5%	1%[38.3 µM]	-8%	1%	10%
CCOC(=O)c1cc(NC(=O)c2cccnc2)cc(C(=O)OCC)c1	2%	3%	3%	6%	17%[10 µM]	2%	7%
Clc1ccc(-n2nnnc2-c2cnc(-c3ccccn3)nc2-c2cccs2)cc1	6%	-9%	-3%	14%	-10%[10 µM]	1%	-14%
CCc1ccc(N(CC(=O)Nc2ccc(NC(C)=O)cc2)S(=O)(=O)c2ccccc2)cc1	5%	-4%	5%	9%	x	6%	19%
COc1ccc(N2C(=O)/C(=C\c3ccco3)N=C2SCC(N)=O)cc1Cl	30%	-1%	2%	11%	27%	10%	22%
FC(F)(F)c1cc(-c2ccco2)nc(N2CCOCC2)n1	6%	2%	3%	3%[38.3 µM]	3%[0.074 µM]	-6%	0%
COc1ccc(NC(=O)CSc2nc3ccsc3c(=O)n2CCCCCC(=O)O)cc1	-16%	0%	7%	-8%	14%	5%	5%
Cc1ccc(C)c(NC(=S)NCCSc2ccc(Cl)cc2)c1	-14%	0%	8%	19%	0%[0.074 µM]	1%	13%
